# Source: PubChem
# FXIa inh = blocks human coagulation factor XIa activity; 33,000 compounds, 0.3% hits; purified human FXIa, fluorogenic AMC substrate cleavage; AID 687; inhibition, % at 10 µM; P03951;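 active means inhibition above 40% in the primary screen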;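 further: 0% = enzyme without compound and 100% = blank wells lacking enzyme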
# Target sequence (P03951 19-387 limits assumed): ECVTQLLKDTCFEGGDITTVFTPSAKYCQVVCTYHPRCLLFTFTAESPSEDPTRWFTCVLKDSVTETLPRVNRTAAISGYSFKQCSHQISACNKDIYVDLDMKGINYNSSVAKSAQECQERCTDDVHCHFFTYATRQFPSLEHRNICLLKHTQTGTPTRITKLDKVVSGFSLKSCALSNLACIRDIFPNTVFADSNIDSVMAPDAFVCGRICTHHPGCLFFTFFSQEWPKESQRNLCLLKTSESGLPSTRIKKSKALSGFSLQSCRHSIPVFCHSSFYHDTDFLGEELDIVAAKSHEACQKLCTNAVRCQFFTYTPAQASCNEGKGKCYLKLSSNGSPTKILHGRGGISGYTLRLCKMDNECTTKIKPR
# Target sequence (P03951 388-625 limits assumed): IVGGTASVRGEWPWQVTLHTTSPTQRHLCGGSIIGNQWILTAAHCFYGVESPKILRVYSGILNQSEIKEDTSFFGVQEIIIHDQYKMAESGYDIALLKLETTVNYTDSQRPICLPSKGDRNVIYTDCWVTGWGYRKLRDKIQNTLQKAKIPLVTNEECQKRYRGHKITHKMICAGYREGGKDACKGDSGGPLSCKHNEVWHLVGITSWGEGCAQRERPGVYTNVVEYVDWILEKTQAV
# FXIIa inh = inhibitors of human coagulation factor XIIa; P00748; purified human FXIIa, AMC substrate fluorescence, 2 h; inhibition, % at 10 µM; 33,000 compounds, 0.2% hits; in the data active means inhibition above about 30%;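 further: 0% = enzyme with vehicle only and 100% = no enzyme blank; many of its hits are not listed in these tables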
# An asterisk follows results filed as active.
FXIa inh	FXIIa inh	molecule
4.5	4.3	Cc1ccc(S(=O)(=O)N2CCN(S(=O)(=O)c3ccc(C)cc3)C2)cc1
-3.5	6.3	CC(C)Sc1nnc([C@H](Cc2c[nH]c3ccccc23)NC(=O)OC(C)(C)C)o1
4.0	5.9	Cc1ccc(C(OC(=O)c2ccco2)C(=O)NC2CCCCC2)cc1 (stereo not given)
-0.1	-3.2	O=C(Nc1cccc(-c2nc3ccccc3o2)c1)c1ccc(N2C(=O)C3C4C=CC(C4)C3C2=O)cc1 (stereo not given)
-11.8	-11.3	Fc1ccc(NCc2cccnc2)cc1
15.7	-5.5	CCCN(CCC)CC(=O)Nc1cccc2c1OCO2
-3.8	-0.2	CCN(CC)C(=O)CN(c1ccc2c(c1)OCO2)S(C)(=O)=O
-2.9	7.4	O=C(CC1(O)C(=O)N(Cc2ccccc2)c2ccccc21)c1ccc2c(c1)OCO2 (stereo not given)
5.3	1.9	Cn1nc(CC(=O)NCc2cccc3ccccc23)c2ccccc2c1=O
-16.3	3.5	CCOC(=O)C(Cc1ccccc1)NC(=O)Cn1nnc(-c2ccc(SC)cc2)n1 (stereo not given)
-1.0	-12.7	CCCCn1nnnc1SCC(=O)Nc1ccc(F)cc1
1.6	6.7	CCc1nnc(N2C(=O)c3cccc4cccc(c34)C2=O)s1
1.2	-13.6	Cc1ccccc1OCCn1cnc2c(N)ncnc21
2.5	10.5	O=S(=O)(c1ccccc1)N1CCN(c2nnnn2-c2ccccc2)CC1
-1.6	4.6	CN(C)C(=O)N1CCC(C(=O)NCc2ccc3c(c2)OCO3)CC1
24.0	-17.6	COC(=O)COc1ccccc1C(N)=O
0.6	3.5	O=C(Nc1ccc(OC(=O)c2ccco2)cc1)c1ccco1
-1.9	6.5	Cc1cc(=O)[nH]c2c1c(C)nn2C1CCCCC1
-6.9	2.2	COc1cccc(/C(O)=C2\C(=O)C(=O)N(c3ccccn3)C2c2cccc(OC)c2OC)c1 (stereo not given)
-4.3	9.8	CCc1c(C(=O)NCc2cnn(C)c2)csc1C
-1.8	2.5	Cc1ccc(NC(=O)CCN2C(=O)CSC2=O)c(C)c1
-1.5	6.5	O=C(/C=C/c1ccc(Cl)c(Cl)c1)n1cccn1
3.0	-2.4	COC(=O)CCN(C1CCCCC1)S(=O)(=O)c1ccc(S(=O)(=O)NC2CCCCC2)cc1
-9.7	-1.9	CC(C)(C)N(Cc1ccccc1)C(=O)CSc1nc2ccccc2c(=O)[nH]1
6.7	5.4	Cc1cc(C)n2c(Nc3ccc4c(c3)OCCO4)c(-c3ccc(C)o3)nc2n1
-4.2	4.5	CC(C)c1c(O)nc(SCCN2CCOCC2)[nH]c1=O
-1.5	5.4	CCn1nc(CCC(=O)O)c2ccccc2c1=O
-13.8	-16.2	CC1(C)CC(=O)C2=C(C1)N(Cc1ccco1)C(=O)NC2(C(F)(F)F)C(F)(F)F
2.6	5.6	O=C(NCC(c1cccnc1)N1CCN(c2ccc(F)cc2)CC1)c1ccc2c(c1)OCO2 (stereo not given)
1.0	5.2	O=C(CSc1nnc(CCCO)n1-c1ccccc1)NCCc1ccccc1

# Part of the list above in order of length of the SMILES, high to low.
FXIa inh	FXIIa inh	molecule
-6.9	2.2	COc1cccc(/C(O)=C2\C(=O)C(=O)N(c3ccccn3)C2c2cccc(OC)c2OC)c1 (stereo not given)
-9.7	-1.9	CC(C)(C)N(Cc1ccccc1)C(=O)CSc1nc2ccccc2c(=O)[nH]1
1.6	6.7	CCc1nnc(N2C(=O)c3cccc4cccc(c34)C2=O)s1
-1.5	6.5	O=C(/C=C/c1ccc(Cl)c(Cl)c1)n1cccn1
-1.0	-12.7	CCCCn1nnnc1SCC(=O)Nc1ccc(F)cc1
1.2	-13.6	Cc1ccccc1OCCn1cnc2c(N)ncnc21

# Looked up by compound from above (2):
FXIa inh	FXIIa inh	molecule
15.7	-5.5	CCCN(CCC)CC(=O)Nc1cccc2c1OCO2
-3.8	-0.2	CCN(CC)C(=O)CN(c1ccc2c(c1)OCO2)S(C)(=O)=O

# (more compounds)
FXIa inh	FXIIa inh	molecule
22.9	-13.3	Cc1cc(SCC#N)n2nc(C)c(-c3ccc(Cl)cc3)c2n1
5.7	7.1	Cn1c(SCC(=O)NCc2cccs2)nnc1-c1ccc(S(=O)(=O)N2CCCC2)cc1
9.1	7.7	CC(C)NC(=O)c1ccc(-c2ccc(Cl)c(C(F)(F)F)c2)o1
12.0	-14.7	COc1ccccc1NCCC#N
0.9	7.5	CC1=CC(C)(C)NC(=S)N1c1ccc(C)cc1
14.9	-14.0	COc1ccc(/C(C)=C2\SC(=S)N(CCC(=O)O)C2=O)cc1
-0.4	-2.7	CC(NC(=O)c1ccncc1)C(c1cccs1)N1CCOCC1 (stereo not given)
-1.8	1.1	COc1ccc(C(C)C)cc1S(=O)(=O)NCc1ccccn1
18.5	-13.8	Cn1c(=O)c(-[n+]2ccccc2)c([O-])c2ccccc21
2.1	-9.2	Cc1cccc(S(=O)(=O)C(C#N)c2nc3ccccc3nc2N2CC(C)OC(C)C2)c1 (stereo not given)
4.0	3.7	Cc1ccc(S(=O)(=O)N(CC(O)CN2C(=O)NC(C)(C)C2=O)c2ccccc2)cc1 (stereo not given)
10.5	6.7	CC(NC(=O)c1ccccc1F)C(=O)O (stereo not given)
-2.4	1.4	COc1cc(S(=O)(=O)NCC2CCCO2)ccc1Br (stereo not given)
7.5	8.3	CCOc1ccccc1N1CCN(Cc2ccco2)CC1
6.5	6.2	COc1cccc(N(C(=O)Cn2nnc(-c3cccs3)n2)C(C(=O)NC(C)C)c2ccc(C)o2)c1 (stereo not given)
-1.5	-0.2	CC(=O)Nc1nc(COc2ccccc2)cs1
-11.2	-18.8	COc1cc2c3nnc(-c4ccc(F)cc4)c-3cn(Cc3ccc(F)cc3)c2cc1OC
-0.4	4.7	CC(C)(C)n1nnnc1CN(Cc1cccnc1)Cc1ccccc1Cl
5.3	-12.6	COc1ccc(CCNC(=O)C2CCN(C(=O)NC3CCCCC3)CC2)cc1
-4.2	0.7	COc1ccc(NC(=O)NC2CCN(C(C)C)CC2)c(OC)c1
1.7	14.5	Cc1nc(SCC(O)CCl)c([N+](=O)[O-])[nH]1 (stereo not given)
-0.9	6.0	O=C(NCCCCCCNC(=O)N1CCCCCC1)N1CCCCCC1
4.5	1.6	COc1ccc(-n2nc3c(c2NC(=O)c2cc(Br)ccc2Cl)CS(=O)C3)cc1 (stereo not given)
3.2	5.6	O=C(CCSc1ccccc1)Nc1nc2c(s1)COc1ccccc1-2
-3.7	12.2	CN(CC(=O)N1CCN(c2cccc(Cl)c2)CC1)S(=O)(=O)c1cnc[nH]1
-2.1	-2.9	CNC(=O)C1CC(=O)N(c2ccc(C)cc2)C1 (stereo not given)
-3.3	-3.3	COc1cccc(C(=O)O/N=C/c2ccc(Sc3ccc(C)cc3)nc2)c1
-0.3	-13.5	CN1CCN(c2ccccc2NC(=O)Cc2ccc(Cl)cc2)CC1
5.4	2.6	N#Cc1c(SCc2nc3ccccc3[nH]2)nc2c(c1C(F)(F)F)CCC2
-6.5	12.3	NC(=O)C1CCN(c2ncnc3c(-c4ccccc4)nsc23)CC1

# A run of entries taken from the entries so far, as a working copy:
FXIa inh	FXIIa inh	molecule
-0.3	-13.5	CN1CCN(c2ccccc2NC(=O)Cc2ccc(Cl)cc2)CC1
5.4	2.6	N#Cc1c(SCc2nc3ccccc3[nH]2)nc2c(c1C(F)(F)F)CCC2
-6.5	12.3	NC(=O)C1CCN(c2ncnc3c(-c4ccccc4)nsc23)CC1

# More structures follow.
FXIa inh	FXIIa inh	molecule
-1.1	-9.6	COc1ccc(Nc2ncnc3ccccc23)c(OC)c1
4.8	-1.7	O=c1[nH]c2ccccc2c(=O)n1Cc1ccccc1
-0.9	3.9	COc1cc(NC(=O)Cc2ccc(Cl)cc2)ccc1NC(=O)c1ccco1
-2.7	2.5	O=C(c1cccc(Cl)c1)N1CCN(C(=O)c2ccccc2F)CC1
-6.1	-4.7	CC(SC(=S)N1CCOCC1)C(=O)O (stereo not given)
11.2	4.0	Cc1cc(C)c2c(=O)cc(C(F)F)oc2c1
-6.3	-5.3	CNC(=S)NN(c1ccccc1)c1ccccc1
6.1	7.8	CCOC(=O)N1CCN(C(=O)c2ccc(NC(=O)c3ccc(C)cc3)cc2)CC1
-5.1	8.4	COCCNC(=O)COc1ccc(C)cc1C
-3.2	7.4	Fc1ccccc1-n1[nH]nnc1=S
5.2	4.2	CCOC(=O)N1CCC(NC(=O)c2ccc3c(c2)N(Cc2ccc(C)cc2)CCS3)CC1
-4.2	5.2	N#Cc1nc(-c2ccc(Cl)cc2)oc1N1CCCCC1
-4.7	6.0	CCCCc1nc2ccccc2c(NC(=O)CN2CCCC2)c1CCC
-3.3	1.2	CNC(=O)c1sccc1SCc1c(Cl)cccc1Cl
23.4	-11.7	CCC(c1nnnn1CC1CCCO1)N(CCCO)Cc1cc2cccc(C)c2[nH]c1=O (stereo not given)
-1.0	1.2	COC(=O)c1sc(NC(=O)c2oc3ccccc3c2C)nc1C
-9.4	-9.1	COc1nc(C)nc(NC(=O)NS(=O)(=O)c2ccc(C)cc2)n1
5.6	5.2	CC(C)CNS(=O)(=O)c1ccc(OCC(=O)NCC2CCCO2)c(Cl)c1 (stereo not given)
13.3	6.7	NS(=O)(=O)c1ccc(CNC(=O)C23CC4CC(CC(C4)C2)C3)cc1
7.7	2.7	Cn1ccnc1SCC(=O)NC1CC1
-19.8	-31.4	CCOC(=O)c1cc2c(=O)n3cccc(C)c3nc2n(C)c1=N
-4.7	-14.5	COC(=O)CSc1nc(C)c(Oc2ccccc2)c(=O)[nH]1
-1.3	0.6	Cc1ccc(SCCNS(=O)(=O)c2ccc3c(c2)OCCO3)cc1
6.8	5.5	CSc1nsc(/C=C/Nc2ccc(C)cc2)c1C#N
-2.2	-2.6	O=c1ccc2cc(O)c(O)cc2o1
-3.6	2.5	O=C(O)c1cc(Nc2nc(N3CCOCC3)nc(N3CCOCC3)n2)ccc1Cl
-3.3	8.0	Cc1ccc(S(=O)(=O)N2CCCC2C(=O)OCc2ccco2)cc1 (stereo not given)
-10.1	10.3	COC(=O)[C@H](Cc1ccccc1)NC(=O)Nc1ccc(C)cc1
-0.2	-12.9	COCC(C)NC(=O)c1cccc(Cl)c1 (stereo not given)
4.7	2.1	CCOC(=O)c1ccccc1NS(=O)(=O)c1ccc(C)cc1
-17.0	-12.8	Cc1sc2ncnc(NCc3ccccc3)c2c1C
1.3	11.0	CCCCn1c(SCC(=O)Nc2cc(C)on2)nnc1-c1ccco1
-8.0	9.3	CCC(C)(c1ccc(C=O)s1)c1ccc(C=O)s1
3.7	0.5	CCCCc1ccc(NS(=O)(=O)c2cccs2)cc1
6.5	3.2	COc1cc(Cl)cc(C2NC(=O)NC(C)=C2C(C)=O)c1OCC(=O)O (stereo not given)
2.9	4.4	Cn1c(C(=O)Nc2ccccc2)cc2sccc21
0.3	4.4	CCOC(=O)N1CCC(N2C(=O)c3ccccc3C2Nc2ccc(C)cc2)CC1 (stereo not given)
4.3	2.9	COC(=O)c1ccc(NC(=O)CSc2nccn2CCc2ccccc2)cc1
-4.1	3.9	O=C(NCc1ccccn1)NC12CC3CC(CC(C3)C1)C2
-7.9	-5.9	COc1ccc(/C=N\NC(=O)/C(=C\Nc2nccc(C)n2)NC(=O)c2ccccc2)cc1
-2.2	-2.2	COc1ccc(-c2ocnc2C(=O)Nc2ccccc2N2CCCCC2)cc1
-8.0	6.3	COC(=O)c1[nH]c(=O)c2ccccc2c1O
6.3	12.6	COc1cc(NS(=O)(=O)N2CCCC2)cc(OC)c1OC
-1.4	-1.2	CS(=O)(=O)N(Cc1ccccc1)c1ccc(C(=O)N2CCOCC2)cc1
1.2	6.9	CC1(C)Cc2c(cnn2-c2ccccc2)C(=O)/C1=N\NC(=O)c1ccccc1
-5.3	8.8	Cn1c(=NCC(O)COc2ccccc2)sc2ccccc21 (stereo not given)
-4.7	4.5	CCN(CC)CCOC(=O)c1ccc2c(c1)OCCO2
-2.7	3.2	Cn1c(=O)cc(SCC(=O)NCCCN2CCOCC2)c2ccc(Cl)cc21
-7.0	-3.9	Cn1c(=O)[nH]c2sc3c(c2c1=O)CC(C)(C)OC3
5.0	6.4	COc1cc(Cl)c(C)cc1NC(=O)COC(=O)/C=C/c1c(C)nn(C2CCS(=O)(=O)C2)c1Cl (stereo not given)
-18.8	-12.8	CC(C)(C)C(=O)Nc1sc2c(c1-c1nc3ccccc3[nH]1)CCCC2
1.0	6.9	O=c1/c(=C/c2ccccn2)sc2nc3ccccc3n12
-2.4	8.1	O=C(CCCCCN1C(=O)CCC1=O)Nc1ccc(Br)cc1F
-3.2	5.0	COC(=O)CNc1ccc2c(c1)OCO2
-1.6	14.4	CC(=O)OCn1nnc2ccccc2c1=O
2.5	4.9	Cc1cccc(-c2nc(CS(=O)CC(=O)NCc3cccs3)c(C)o2)c1 (stereo not given)
5.1	3.6	NS(=O)(=O)c1ccc(CCNc2nc(CN3CCCCC3)nc3sc4c(c23)CCC4)cc1
-2.7	15.3	O=C(COc1ccc(S(=O)(=O)NC2CCCCC2)cc1Cl)NCc1ccc2c(c1)OCO2
-3.2	4.8	Nc1nc(NC(=O)Cc2ccccc2)nn1-c1ccccc1
-3.8	4.7	COc1ccccc1NC(=O)NCCCl

# The list goes on.
FXIa inh	FXIIa inh	molecule
0.5	-19.6	Cc1ccnc(SCC(=O)O)n1
-3.5	1.3	O=C(CCS(=O)(=O)c1ccc(Br)cc1)NC1CCCC1
27.6	-15.0	O=C(O)c1cccc(NC(=O)c2ccc3c(c2)C(=O)N(CC2CCCO2)C3=O)c1 (stereo not given)
-9.2	-3.7	c1ccc2[nH]c(-c3ccnc4ccccc34)nc2c1
-5.7	8.5	CC1CCc2nc(NC(=O)Cc3cccs3)sc2C1 (stereo not given)
-1.8	14.6	CCCSc1nsc(SCCC)c1C#N
38.4	5.0	O=C(ONC1=NCCCCC1)c1c(F)cccc1F
4.9	8.8	Cc1ccc(C)c(C(=O)COC(=O)c2ccc(Br)o2)c1
4.7	8.8	COC(=O)C1=C(C)N=c2s/c(=C/c3ccoc3)c(=O)n2C1c1ccccc1 (stereo not given)

# An excerpt (hit frequency here may not be typical).
